# Glyco luc inh – N-linked glycosylation inhibition; D54 ERlucT glycosylation luciferase reporter, 24 h; percent of 100 nM tunicamycin response; reporter increase, % at 12.5 µM; 0.23% of 360,000 active;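 active = mean luciferase reporter signal, scaled so untreated is 0 and the glycosylation-blocking control 100, at or above a set limit in every replicate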;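 also: luciferase carries N-glycosylation sites so blocking glycosylation raises the light; 0% = median of neutral control wells and 100% = median of 100 nM tunicamycin wells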
# MC4R antag cAMP – blocks human MC4R cAMP signaling; P32245; MC4R-expressing cells, MTII-stimulated cAMP, LANCE TR-FRET; inhibition, % at 6.5 µM; 0.48% of 360,000 active; AID 540295;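 active = inhibition above its plate's cutoff, the mean of tested wells on that plate plus 3 SD, cut at about 29% in these data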;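 also: 0% = Melanotan II alone and 100% = Melanotan II plus saturating MCL0020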
# Target sequence (P32245 whole entry, looked up): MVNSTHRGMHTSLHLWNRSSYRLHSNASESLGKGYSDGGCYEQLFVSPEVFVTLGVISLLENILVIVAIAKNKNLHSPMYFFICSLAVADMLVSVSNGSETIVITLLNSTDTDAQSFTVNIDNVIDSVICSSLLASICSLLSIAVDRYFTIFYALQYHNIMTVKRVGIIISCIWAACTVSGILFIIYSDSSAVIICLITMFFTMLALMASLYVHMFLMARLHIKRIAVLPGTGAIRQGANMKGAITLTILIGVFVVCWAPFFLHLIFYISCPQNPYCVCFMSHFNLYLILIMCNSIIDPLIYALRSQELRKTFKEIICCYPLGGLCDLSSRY
#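 system = U2OS cells with stable human MC4R expression | also added = Melanotan II challenge after compound preincubation | dosing = one concentration, 6.5 µM nominal | incubation = compound 30 min, challenge 1 h, detection 1 h | measured by = TR-FRET with Eu-cAMP and labeled anti-cAMP, 671 nm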
# CaV13 ICDI inh – Disruptors of the CACNA1D IQ motif to Ca2+-dependent inactivation inhibitor domain association, primary screening, Förster resonance energy transfer in intact living …; HEK cells, CFP/YFP FRET ICDI-IQ, plate reader, 10 min; percent FRET-ratio fall versus neutral wells; inhibition, % at 12.3 µM; 0.098% of 340,000 active; AID 743397;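 active = mean replicate inhibition of at least 30% and at least 1% of replicates passing that level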;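 also: 0% = median of the neutral control wells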
# PDI turbidity – PDI (human) enzyme inhibition | P07237 | PDI insulin aggregation turbidity, A650, 90 min | inhibition, % at 10 µM | 0.052% of 350,000 active | AID 588391;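 active = mean inhibition across replicates of 30% or more, whatever share of single replicates reach that level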;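 also: absorbance from insulin aggregation driven by PDI reduction with DTT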
# MC4R barr agon – human MC4R agonism via beta-arrestin; activation, % at 8.9 µM; U2OS MC4R beta-arrestin complementation, luminescence; percent of melanotan II response, DMSO zero; 0.98% of 360,000 active;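 active = activation above a per-plate cutoff, the mean activation of sample wells on that plate plus 3 SD, cut at about 8% in these data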
# Vif inh – blocks HIV Vif function; HEK293T cells, Vif self-association by quenched fluorescence, imaging, 24 h; inhibition, % at 7.49 µM; 0.35% of 340,000 active; in the data active = inhibition above about 50%, passing the limit was not always enough; also: some results filed as inactive read as strong as hits
# m5-HT2A agonist – agonists of mouse serotonin 5-HT2A receptor (HTR2A); P35363; CHO-K1 mHTR2A beta-arrestin complementation, luminescence; percent of 30 µM serotonin response; activation, % at 7.6 µM; 0.66% of 360,000 active; AID 624169;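 active = activation above a run cutoff, the mean activation of all tested compounds plus 3 SD, cut at about 14% in these data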;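 also: 0% = plate median of compound wells and 100% = 30 µM serotonin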
# Target sequence (P35363 whole entry, looked up): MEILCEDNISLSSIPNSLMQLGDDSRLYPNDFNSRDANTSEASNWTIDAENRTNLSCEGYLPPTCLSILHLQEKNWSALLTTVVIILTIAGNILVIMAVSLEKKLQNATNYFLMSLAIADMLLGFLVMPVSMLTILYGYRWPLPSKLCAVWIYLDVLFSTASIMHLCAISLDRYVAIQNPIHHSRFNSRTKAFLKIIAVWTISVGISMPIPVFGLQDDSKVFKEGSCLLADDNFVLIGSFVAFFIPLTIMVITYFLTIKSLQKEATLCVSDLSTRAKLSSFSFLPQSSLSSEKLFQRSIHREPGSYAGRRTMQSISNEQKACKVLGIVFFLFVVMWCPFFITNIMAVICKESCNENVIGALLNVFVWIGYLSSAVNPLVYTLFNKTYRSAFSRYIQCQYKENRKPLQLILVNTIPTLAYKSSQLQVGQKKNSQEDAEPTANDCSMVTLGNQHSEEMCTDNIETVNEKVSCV
# ABCB6 inh 2 – human ABCB6 transporter inhibition. fluorescence ratio to DMSO, % at 10 µM. 0.19% of 360,000 active. AID 602162. K562-ABCB6 porphyrin accumulation, flow cytometry, 1 h; stronger effect = lower value;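 active = fluorescence ratio to DMSO below 75%, the collection mean minus 3 SD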;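 also: signal is porphyrin accumulated inside mitochondria; 100% equals median channel fluorescence of DMSO control wells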
# aDG glyco act – increases alpha dystroglycan glycosylation; Pro5-aDG cells, alpha-DG glycosylation AlphaScreen (IIH6); 0% Pro5, 100% B10-LARGE cell signal; activation, % at 10 µM; 0.22% of 360,000 active; AID 624168;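 active = activation of at least 8% versus controls, or a plate z-score of at least 8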;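 also: Pro5 are CHO cells carrying HIG-tagged alpha-DG that lacks glycosylation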
# H9c2 protect – modulators protecting cardiomyocytes from myocardial damage. H9c2 cardiomyocytes, H2O2 injury protection, ATPLite, 2 h. protection from H2O2 cell death, % at 20 µM. 0.63% of 360,000 active;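 active = compounds giving at least 50% protection of heart cells from peroxide-induced death in the single-dose screen, raw or plate-pattern-corrected value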;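 also: 0% = DMSO wells with peroxide and 100% = DMSO wells without peroxide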
# Starred values were filed as active, the others as inactive; · = no result given.
compound	Vif inh	H9c2 protect	MC4R antag cAMP	Glyco luc inh	PDI turbidity	CaV13 ICDI inh	MC4R barr agon	aDG glyco act	ABCB6 inh 2	m5-HT2A agonist
COc1cc(NC(=O)CN2C(=O)NC(C)(CCC(C)C)C2=O)cc(OC)c1 (configuration not stated)	-8	11	-2	0	-7	0	-1.1	-0.1	95	1
CC(C)NC(=O)c1c(O)c2cccc3c2n(c1=O)CCC3	-9	-2	-1	-1	6	-3	0.3	0.0	97	-4
O=C(COC(=O)CCSc1ccccc1)Nc1ccccc1	-3	10	8	-2	-2	-6	2.2	-0.2	107	-1
Cc1ccc(N(CC(=O)NCc2ccccc2)C(=O)CCC(=O)Nc2ccccn2)cc1C	4	1	8	3	-11	-6	-0.8	-0.1	82	-2
COc1ccc(COc2ccccc2C(=O)Nc2ccccn2)cc1[N+](=O)[O-]	11	4	5	1	0	-5	0.4	-0.3	102	-4
CS(=O)(=O)c1ccc(Cl)c(NC(=O)CCCc2nc3ccccc3c(=O)[nH]2)c1	12	20	0	-2	-4	-8	-0.8	0.5	98	-2
O=C1CC2(CCCC2)Oc2ccc(Cl)cc21	·	4	-1	0	-4	-11	0.5	0.1	100	5
O=C(NC1CCCCC1)Sc1ccc(Cl)cc1	-3	-3	-2	10	-17	·	0.6	-0.3	148	4
O=C(OCC(=O)N1CCN(S(=O)(=O)c2ccc(Cl)cc2)CC1)c1cc(Br)ccc1O	0	-5	13	1	-3	-6	-1.2	0.0	94	-1
COc1cc(NC(=S)N2CCN(c3ccccn3)CC2)cc(OC)c1	-1	0	-3	1	-5	-20	1.3	0.0	98	2
O=C(CCCN1C(=O)c2cccnc2C1=O)Nc1ccc(Br)cc1	59*	-4	6	1	4	-21	3.1	-0.2	89	-1
COC(=O)c1cccc(NC(=O)CCc2c(C)noc2C)c1	-2	-4	-1	1	11	-6	-0.4	0.0	101	5
C/C(=N\N=C(/N)SC1CC(=O)N(c2ccc(Cl)c(Cl)c2)C1=O)c1cccs1 (configuration not stated)	3	-18	4	4	13	-7	6.0	0.0	98	6
CC(C(=O)N1CCCCCC1)c1ccc([N+](=O)[O-])cc1 (configuration not stated)	1	-1	3	0	7	-1	0.1	-0.1	102	8
COC(=O)c1ccccc1NC(=O)NCc1ccncc1	3	2	7	-2	-23	-5	-0.5	0.4	98	1
NC(=S)NC(c1ccccc1)c1ccncc1 (configuration not stated)	-8	3	15	-1	-1	-5	0.4	-0.1	96	3
O=C(NCc1ccc(F)cc1)c1cc(C2CCCCN2C(=O)CCCc2ccccc2)on1 (configuration not stated)	17	-6	9	-6	7	-6	-1.4	0.3	93	-5
O=C(CSc1nccn1-c1ccc(F)cc1)Nc1ccc2c(c1)OCO2	-9	-13	7	-4	-5	·	-1.5	0.6	96	-4
O=C(N/N=C/c1c(O)n(Cc2ccco2)c(=O)[nH]c1=O)c1ccccc1	-2	0	15	2	-1	-16	-2.8	-0.1	99	-5
Cc1ccc(-c2nn3nnnc3c3ccccc23)cc1	-2	-4	1	-1	-3	-7	-1.5	-0.1	100	1
COc1ccc(OCCn2c(=O)sc3ccccc32)cc1	22	-16	-4	-2	0	-2	-0.8	0.4	96	0
CCN(CC)CCOC(=O)C1c2ccccc2Oc2ccccc21	-2	3	3	0	-9	·	-1.8	-0.2	98	-7
CC1CCC(NC(=O)COC(=O)c2n[nH]c(=O)c3ccccc23)CC1 (configuration not stated)	7	34	7	2	-4	-6	-1.4	0.4	93	0
O=C(C1CCOCC1)N1CCCC(N2CCN(c3cccc(Cl)c3)CC2)C1 (configuration not stated)	-5	-10	13	-1	5	-2	-1.4	0.1	97	-5
CC1(C(=O)NCc2cccc(C(F)(F)F)c2)CCN1Cc1ccc2ccccc2c1 (configuration not stated)	-16	-6	11	-2	2	-5	2.1	0.2	94	-12

# For convenience, some entries already given.
compound	Vif inh	H9c2 protect	MC4R antag cAMP	Glyco luc inh	PDI turbidity	CaV13 ICDI inh	MC4R barr agon	aDG glyco act	ABCB6 inh 2	m5-HT2A agonist
O=C(C1CCOCC1)N1CCCC(N2CCN(c3cccc(Cl)c3)CC2)C1 (configuration not stated)	-5	-10	13	-1	5	-2	-1.4	0.1	97	-5
CC1(C(=O)NCc2cccc(C(F)(F)F)c2)CCN1Cc1ccc2ccccc2c1 (configuration not stated)	-16	-6	11	-2	2	-5	2.1	0.2	94	-12

# More records follow:
compound	Vif inh	H9c2 protect	MC4R antag cAMP	Glyco luc inh	PDI turbidity	CaV13 ICDI inh	MC4R barr agon	aDG glyco act	ABCB6 inh 2	m5-HT2A agonist
CC(C)COC(=O)C1C2C=CC3(CN(C4CCCC4)C(=O)C13)O2 (configuration not stated)	4	0	9	1	·	-4	-1.8	0.1	102	1
COc1cc(NS(=O)(=O)c2ccc(NC(=O)COc3ccc(C)cc3C)cc2)nc(OC)n1	-13	0	7	2	-1	-6	-1.4	0.0	99	-1
CC1CCCC(C)N1CCNC(=O)C1CCN(S(=O)(=O)N2CCCCC2)CC1 (configuration not stated)	6	-1	21	-2	-2	·	1.5	-0.2	100	-2
COc1ccc(CC(N)c2csc(Nc3nncc4ccccc34)n2)cc1 (configuration not stated)	8	-10	0	-2	2	-6	2.6	-0.3	98	6
NS(=O)(=O)c1ccc(NN=C2CCN(Cc3ccccc3)CC2)c([N+](=O)[O-])c1	-10	-1	6	3	1	-6	-0.1	0.5	104	-2
CC(C)N1C(=S)SC(C)(C)C1n1oc(=O)n(-c2ccc(Cl)c(Cl)c2)c1=O (configuration not stated)	·	-13	2	-1	19	-5	0.2	0.1	94	-4
COc1cc2ncnc(NCc3cc(F)ccc3F)c2cc1OC	-9	0	6	1	6	-6	-1.4	0.2	89	0
O=C(C1CC1)N1CCc2cc(S(=O)(=O)N(CCO)Cc3ccccc3)ccc21	·	-11	-5	0	7	·	-0.6	-0.1	97	-3
CCOC(=O)N1CCN(CC(O)COCc2cc(OC)c(OC)c(OC)c2)CC1 (configuration not stated)	-12	11	1	2	-1	-3	1.6	-0.1	81	2
O=C(COc1ccc2ccccc2c1)NCCn1ccc2ccccc21	·	4	4	1	·	-9	4.1	-0.1	103	-7
CC(C)CC(=O)N1CCC(N(CCc2ccccc2)Cc2ccccc2)CC1	2	1	0	-6	1	-20	2.1	0.1	96	-6
C/C(=C\c1ccccc1)C(=O)NC1CCSC1=O (configuration not stated)	·	1	12	-1	-1	-4	1.4	-0.1	99	-3
CC(C)C(OC(=O)CN1C(=O)COc2ccccc21)C(=O)NC1CCCCC1 (configuration not stated)	8	2	20	-3	12	-7	-1.1	0.1	99	3
Cn1cnnc1SCC(=O)Nc1cc(C(F)(F)F)ccc1N1CCOCC1	8	7	11	1	9	-5	-2.9	-0.2	95	-2
O=C(CCn1c(=O)[nH]c2ccccc2c1=O)Nc1ccccc1	3	17	3	2	-5	-5	-0.8	0.0	93	0
O=C(NCCCN1CCOCC1)c1ccc(Cl)cc1[N+](=O)[O-]	0	-2	5	1	5	-4	-1.9	0.1	89	7
O=C1CCN(Cc2ccccc2)S(=O)(=O)c2ccc(F)cc21	1	-8	7	3	1	-6	-0.8	-0.1	100	6
Cc1csc(NC(=O)c2sccc2C)n1	-14	-10	-7	-8	3	-2	-0.9	0.1	92	-4
Cc1ccc(S(=O)(=O)NC(=O)N2CCCC2)cc1	3	-4	11	3	-7	-9	-1.4	-0.2	106	0
COc1ccc(Cc2n[nH]c(=S)o2)cc1	-6	-4	6	1	1	-1	-1.0	-0.1	101	4
Cc1cc(C)n(C(=O)c2ccc(Cl)c(F)c2F)n1	16	-3	10	0	5	-2	-2.7	-0.2	95	-3
O=C(NCCCN1CCOCC1)C1CC(=O)N(C2CCCCC2)C1 (configuration not stated)	4	14	5	1	10	-5	0.6	-0.2	98	12
CCN(CC)S(=O)(=O)c1ccc(Cl)c(NC(=O)COc2ccc(OC)cc2[N+](=O)[O-])c1	6	0	-2	-4	4	-18	3.8	0.2	99	1
CCOC(=O)c1sc(NC(=O)CSc2nnc(C(C)C)n2C)nc1C	2	-11	2	1	-1	·	-0.4	0.0	98	-2
COc1ccc(S(=O)(=O)NC(=O)C2(C)CCN2C(=O)c2c(C)noc2C)cc1 (configuration not stated)	16	-3	11	0	15	-5	-1.0	-0.3	98	8
Cc1ccc(NC(=O)CN(C)C(=O)C2CC(=O)N(Cc3ccccc3)C2)cc1 (configuration not stated)	10	4	10	0	-1	-4	3.6	0.2	97	-1
COCCCNC(=O)CN(CCc1ccccc1)S(=O)(=O)c1ccc(OC)cc1	-2	9	11	0	11	-5	-0.9	0.2	102	-1

# Entries listed so far containing four or more nitrogen atoms:
compound	Vif inh	H9c2 protect	MC4R antag cAMP	Glyco luc inh	PDI turbidity	CaV13 ICDI inh	MC4R barr agon	aDG glyco act	ABCB6 inh 2	m5-HT2A agonist
Cc1ccc(N(CC(=O)NCc2ccccc2)C(=O)CCC(=O)Nc2ccccn2)cc1C	4	1	8	3	-11	-6	-0.8	-0.1	82	-2
COc1cc(NC(=S)N2CCN(c3ccccn3)CC2)cc(OC)c1	-1	0	-3	1	-5	-20	1.3	0.0	98	2
C/C(=N\N=C(/N)SC1CC(=O)N(c2ccc(Cl)c(Cl)c2)C1=O)c1cccs1 (configuration not stated)	3	-18	4	4	13	-7	6.0	0.0	98	6
O=C(N/N=C/c1c(O)n(Cc2ccco2)c(=O)[nH]c1=O)c1ccccc1	-2	0	15	2	-1	-16	-2.8	-0.1	99	-5
Cc1ccc(-c2nn3nnnc3c3ccccc23)cc1	-2	-4	1	-1	-3	-7	-1.5	-0.1	100	1
COc1cc(NS(=O)(=O)c2ccc(NC(=O)COc3ccc(C)cc3C)cc2)nc(OC)n1	-13	0	7	2	-1	-6	-1.4	0.0	99	-1
CC1CCCC(C)N1CCNC(=O)C1CCN(S(=O)(=O)N2CCCCC2)CC1 (configuration not stated)	6	-1	21	-2	-2	·	1.5	-0.2	100	-2
COc1ccc(CC(N)c2csc(Nc3nncc4ccccc34)n2)cc1 (configuration not stated)	8	-10	0	-2	2	-6	2.6	-0.3	98	6
NS(=O)(=O)c1ccc(NN=C2CCN(Cc3ccccc3)CC2)c([N+](=O)[O-])c1	-10	-1	6	3	1	-6	-0.1	0.5	104	-2
Cn1cnnc1SCC(=O)Nc1cc(C(F)(F)F)ccc1N1CCOCC1	8	7	11	1	9	-5	-2.9	-0.2	95	-2
CCOC(=O)c1sc(NC(=O)CSc2nnc(C(C)C)n2C)nc1C	2	-11	2	1	-1	·	-0.4	0.0	98	-2
